Source: PubChem (several laboratories)
STEP inh = inhibitors of human striatal-enriched phosphatase STEP | P54829 | recombinant STEP, OMFP fluorogenic substrate, fluorescence | inhibition, % at 20 µM | actives 0.25% (n = 360,000) | AID 588621;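 active means inhibition at 20 µM, scaled per plate between control wells, above about 37%, limit read from the data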;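 further: 0% = DMSO with enzyme and substrate and 100% = substrate only without enzyme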
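material = STEP tyrosine phosphatase | reagent = fluorogenic phosphatase substrate OMFP at 25 µM final | doses = single compound dose of 20 µM, 1% DMSO final | schedule = 20 min reaction, room temperature, in the dark | measured by = fluorescence, 480/540 nm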
SUMO1-SIM PPI = SUMO1-SIM interaction modulation. inhibition, % at 20 µM. SUMO1 binding to a labelled peptide, TR-FRET, 1 h. actives 0.33% (n = 360,000). AID 602429. P63165; in the data active means inhibition above about 37%
Target sequence (P63165 whole entry, looked up): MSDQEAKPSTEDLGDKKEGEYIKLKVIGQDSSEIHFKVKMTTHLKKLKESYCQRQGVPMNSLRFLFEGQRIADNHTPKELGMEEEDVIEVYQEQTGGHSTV
Scp-1 inhibitor = inhibitors of human Scp-1 phosphatase; Q9GZU7; Recombinant Scp1, phosphopeptide, malachite green phosphate absorbance; inhibition, % at 20 µM; actives 0.88% (n = 340,000); AID 493091;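 active means inhibition above about 50% at 20 µM, limit read from the data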;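 further: plate controls were DMSO wells with enzyme for no effect and wells lacking enzyme for full effect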
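Assay system: SCP-1 catalytic fragment, aa 76-261 | Buffer or medium: Tris acetate buffer pH 5.5 with MgCl2 and Tween-20 | Compound: One concentration, 20 µM, with 1.0% DMSO | Also added: Phospho 17-mer peptide substrate | Signal: Absorbance at 630 nm | Incubation: 45 min enzyme reaction at room temperature | Measure: % inhibition of SCP-1 phosphate liberation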
NRP1-CendR mod = modulators of CendR peptide binding to human neuropilin-1 | inhibition, % at 25 µM | FAM-RPARPAR peptide binding to NRP-1, fluorescence polarization | actives 0.85% (n = 360,000) | O14786;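 active means inhibition or corrected inhibition above about 18%, plus a signal ratio from 0.5 to 1.5, limit read from the data, passing the limit was not always enough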; further: strong numbers were not always called active
TbMetRS inhib = blocks T. brucei methionyl-tRNA synthetase activity. inhibition, % at 11.9 µM. actives 0.4% (n = 360,000). purified T. brucei MetRS, ATP depletion, Kinase-Glo luminescence;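 active means inhibition above a per-plate cutoff of the control wells' mean inhibition plus 3 SD, cut at about 5.5% in these data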;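 further: 0% = DMSO wells median and 100% = median of wells with control inhibitor compound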
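Dosing: 11.9 µM single point; system: parasite MetRS enzyme; technique: luminescence of leftover ATP; times: 15 min enzyme-compound preincubation, 2 h reaction, 10 min detection, 25 °C; replicates: each compound tested once; read-out basis: percent inhibition relative to median high and low control wells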
E coli Lon inh = E. coli protease La inhibition. P0A9M0. inhibition, % at 7.94 µM. purified E. coli Lon protease, fluorescence polarization. actives 0.42% (n = 360,000); in the data active means inhibition above about 13%, passing the limit was not always enough;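 further: 0% = enzyme with probe and DMSO and 100% = no enzyme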
Target sequence (P0A9M0 whole entry, looked up): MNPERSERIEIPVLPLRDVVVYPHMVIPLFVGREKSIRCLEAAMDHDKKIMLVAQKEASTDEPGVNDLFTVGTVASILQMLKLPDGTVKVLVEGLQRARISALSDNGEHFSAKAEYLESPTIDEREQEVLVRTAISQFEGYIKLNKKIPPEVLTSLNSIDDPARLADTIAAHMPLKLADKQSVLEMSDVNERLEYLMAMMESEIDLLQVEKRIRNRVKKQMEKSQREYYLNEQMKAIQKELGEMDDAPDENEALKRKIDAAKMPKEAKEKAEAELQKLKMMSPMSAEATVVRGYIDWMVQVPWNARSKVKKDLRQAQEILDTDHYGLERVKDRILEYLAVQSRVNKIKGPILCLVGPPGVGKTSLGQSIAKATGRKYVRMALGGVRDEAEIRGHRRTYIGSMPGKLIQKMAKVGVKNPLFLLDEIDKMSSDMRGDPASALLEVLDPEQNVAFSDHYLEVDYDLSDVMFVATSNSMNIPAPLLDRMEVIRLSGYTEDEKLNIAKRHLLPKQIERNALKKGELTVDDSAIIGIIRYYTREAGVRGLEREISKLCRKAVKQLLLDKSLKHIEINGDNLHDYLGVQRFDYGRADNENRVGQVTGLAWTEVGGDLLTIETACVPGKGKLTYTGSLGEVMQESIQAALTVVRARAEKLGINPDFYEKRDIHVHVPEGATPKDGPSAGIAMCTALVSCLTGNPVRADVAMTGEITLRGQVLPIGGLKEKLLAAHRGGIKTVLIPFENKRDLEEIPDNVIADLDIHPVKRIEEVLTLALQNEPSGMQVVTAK
MsrA act = activators of bovine methionine sulfoxide reductase A; actives 0.3% (n = 360,000); purified bovine MsrA, absorbance read-out; activation, % at 10.6 µM; in the data active means activation above about 7.5%;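 further: 0% = vehicle and 100% = reference activator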
MsrA inhibitor = bovine MsrA inhibition | inhibition, % at 15.5 µM | actives 0.75% (n = 360,000) | purified bovine MsrA, absorbance read-out | AID 651718; in the data active means inhibition above about 4.5%;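 further: 0% = vehicle wells with enzyme and 100% = reference inhibitor wells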
DNMT1 inh = blocks human DNA methyltransferase DNMT1; P26358; DNMT1 molecular beacon, Hinp1I cleavage, fluorescence; inhibition (reported as % activation of signal), % at 10 µM; actives 0.83% (n = 360,000); in the data active means inhibition above about 50%
LMPTP block = blocks human LMPTP phosphatase. P24666. recombinant LMPTP-A, OMFP fluorogenic substrate, fluorescence intensity. inhibition, % at 20 µM. actives 0.22% (n = 360,000). AID 651560;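 active means compounds that cut the enzyme signal by at least half of the control window in the single-dose screen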;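 further: plate controls were DMSO wells with enzyme plus substrate for no effect and substrate without enzyme for full effect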
Target sequence (P24666 whole entry, looked up): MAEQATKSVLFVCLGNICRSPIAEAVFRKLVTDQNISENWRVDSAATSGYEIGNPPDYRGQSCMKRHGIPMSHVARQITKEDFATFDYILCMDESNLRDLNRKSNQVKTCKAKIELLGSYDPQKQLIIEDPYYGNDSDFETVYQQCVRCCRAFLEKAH
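Assay system: LMPTP-A, protein tyrosine phosphatase of low molecular weight / Medium: pH 6.0 Bis-Tris buffer with DTT and Triton X-100 / Schedule: 50 min enzyme reaction at room temperature, protected from light / Measured by: endpoint fluorescence intensity from OMFP dephosphorylation / Read-out basis: % inhibition relative to no-enzyme and uninhibited control wells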
Numbers without * were called inactive; nt = no result given.

1. CC1(C(=O)NCC2CCOCC2)Cc2c(-c3cccc(C(N)=O)c3)ccnc2O1 (centres undefined)
2. Cc1ccc2oc(=O)n(Cc3ccc(F)cc3)c2c1
3. C[C@]1(C(=O)NCc2cc(F)cc(C(F)(F)F)c2)C=C[C@@H](Cc2ccccc2)N1C(=O)c1ccccc1
4. CCCNC(=O)CCCCn1c(=S)[nH]c2c([nH]c3ccc(OC)cc32)c1=O
5. Cc1ccc(CNS(=O)(=O)c2cc3c4c(c2)C(C)C(=O)N4CCC3)cc1 (centres undefined)
6. CC(C)[C@@H](C(=O)N1CCNCC1)n1cc(CCO)nn1
7. COC(=O)[C@@]1(C)[C@H]2C(=O)N(Cc3ccccc3)C(=O)[C@H]2[C@H]2CN=C(SCc3ccc(C#N)cc3)N21
8. Cc1ccc2nc(C3CCCCC3)c(Cc3cccc(F)c3)n2c1
9. COC(=O)c1c(NC(=O)C(C)C)sc(C(=O)N2CCOCC2)c1C
10. COc1ccc(N(CC(=O)NCc2ccc(C)cc2)S(=O)(=O)c2c(C)nn(C)c2C)cc1

assay / compound	1	2	3	4	5	6	7	8	9	10
STEP inh	0	2	0	-1	-2	-1	0	2	0	-3
SUMO1-SIM PPI	0	6	4	0	-1	3	2	0	4	0
Scp-1 inhibitor	nt	-15	-6	-12	-7	7	-1	nt	1	-11
NRP1-CendR mod	-13	-3	2	-16	4	6	-4	-5	6	8
TbMetRS inhib	-0.2	-0.4	-0.4	0.0	0.2	-0.3	-0.4	-1.1	-0.3	0.7
E coli Lon inh	-16	-1	4	7	-5	10	5	-4	0	1
MsrA act	0	0	-3	-1	-1	-3	0	-10	1	9.7*
MsrA inhibitor	-0.1	nt	1.1	-0.5	0.6	1.3	0.4	1.5	-0.5	-1.4
DNMT1 inh	1	1	4	20	-7	-6	4	6	0	-4
LMPTP block	-1.5	0.4	2.3	1.5	-0.5	-4.4	-1.1	0.3	-0.1	-0.4

11. CCN(CC(=O)NCc1cccs1)S(=O)(=O)c1ccc(NC(C)=O)cc1
12. O=C1CC(c2ccccc2)Cc2nc(N3CCc4ccccc43)ncc21 (centres undefined)
13. CCN(CC)C(=O)/C(=C\c1ccncc1)NC(=O)c1ccccc1
14. CN1CCCc2cc(C#N)c(=O)[nH]c21
15. Cc1ccc(C(=O)OCC(=O)NC2CCCC2)cc1
16. O=C(NC(C(=O)c1ccccc1)c1ccccc1)c1ccccc1 (centres undefined)
17. COc1cc(/C=C/C(=O)OC(C)C(=O)Nc2ccc(Cl)cn2)ccc1OC(F)F (centres undefined)
18. COC(=O)c1cc2occc2n1CC(=O)Nc1ccc(OC)c(OC)c1
19. CCOC(=O)c1ccc(N(C(=O)c2ccco2)C(C(=O)NC2CCCCC2)c2ccncc2)cc1 (centres undefined)
20. COc1ccccc1C1CC(c2c(-c3ccccc3)c3cc(Cl)ccc3[nH]c2=O)=NN1S(C)(=O)=O (centres undefined)

assay / compound	11	12	13	14	15	16	17	18	19	20
STEP inh	0	0	0	2	-4	-1	-2	0	0	-1
SUMO1-SIM PPI	1	10	-2	-1	1	-1	-6	-3	3	2
Scp-1 inhibitor	0	-3	1	-6	-14	-12	-15	-9	-5	-2
NRP1-CendR mod	-4	-7	-4	5	0	9	3	-4	-4	-63
TbMetRS inhib	0.4	-0.8	-0.5	-1.2	-0.2	0.2	-0.2	0.0	-0.6	-1.6
E coli Lon inh	-2	-12	1	-3	2	-4	-6	0	-3	-3
MsrA act	-4	-3	-4	-6	0	-3	2	-3	-2	-9
MsrA inhibitor	-0.4	0.3	-0.9	2.9	-0.3	-1.3	-0.4	-1.2	-0.1	-1.0
DNMT1 inh	-1	32	1	-5	3	-5	7	-3	-1	-7
LMPTP block	-1.9	-0.5	-1.7	-0.2	-1.5	-0.1	1.5	-0.9	-0.2	-0.5

21. Nc1cccc(C#Cc2ccc3c(=O)c4ccccc4oc3c2)c1
22. O=C(NCCC1=CCCCC1)C(=O)NCC1OCCCN1S(=O)(=O)c1cc(F)ccc1F (centres undefined)
23. O=C(Nc1ccc(Cl)cc1)C1CC2CCCC(C1)C2=O (centres undefined)
24. COc1ccc(/C=C/C(=O)NC2CCCCC2C)cc1 (centres undefined)
25. COC(=O)c1ccccc1NC(=S)N(Cc1ccc2c(c1)OCO2)Cc1cc2ccc(C)cc2[nH]c1=O
26. Cc1ccccc1S(=O)(=O)/N=C(/c1ccccc1)N1CCOCC1
27. O=C(OCCCCN1C(=O)c2ccccc2C1=O)c1ccc(Br)o1
28. O=C(Nc1ccccc1)c1nc[nH]c1C(=O)NCCCNC(=O)c1[nH]cnc1C(=O)Nc1ccccc1
29. CCN(CCNc1ccc(Cl)cc1[N+](=O)[O-])C(=O)c1cc([N+](=O)[O-])c(N(C)C)cc1OC
30. COC(=O)c1ccccc1NC(=O)Nc1cc(C)ccn1

assay / compound	21	22	23	24	25	26	27	28	29	30
STEP inh	-1	0	-1	-2	0	2	0	-3	4	0
SUMO1-SIM PPI	10	0	3	-7	1	1	-11	5	-32	0
Scp-1 inhibitor	4	-3	-10	-6	-10	-8	-6	2	-8	3
NRP1-CendR mod	-4	-8	-1	4	-2	15	0	10	0	11
TbMetRS inhib	-0.1	-0.2	0.2	-0.2	0.1	-0.3	-1.0	0.0	-0.2	-1.0
E coli Lon inh	-4	4	4	-8	-8	-6	-3	1	-3	-3
MsrA act	-3	-1	-10	-1	-3	-5	-4	-4	-4	-12
MsrA inhibitor	1.6	1.1	0.1	1.3	2.6	1.6	-1.7	-0.2	0.4	0.9
DNMT1 inh	-9	-2	1	0	-11	1	-4	-20	-2	0
LMPTP block	1.9	-0.8	0.1	-0.9	0.3	-1.1	1.0	2.8	2.9	-1.6

31. Cc1ccc(S(=O)(=O)NNC(=O)c2ccncc2)cc1
32. O=S(=O)(Cc1ccccc1)Cc1cnc(Cl)s1
33. CCN(CC)S(=O)(=O)c1ccc(C(=O)NNC(=O)c2csc(N3CCOCC3)n2)cc1
34. O=C(c1ccco1)N1CCN(S(=O)(=O)c2ccc(Cl)cc2)CC1
35. COc1ccc(NC(=O)COC(=O)c2ccc(OCc3ccc(Cl)cc3Cl)c(OC)c2)c(OC)c1
36. CCN1CCN(C(=S)Nc2ccc(Cl)c(Cl)c2)CC1
37. Cn1nc(C(=O)NCCc2ccc(S(N)(=O)=O)cc2)c2ccccc2c1=O
38. Cc1cc(Nc2cccc(Cl)c2Cl)n2ncnc2n1
39. Cc1[nH][nH]c(=O)c1C(c1cc([N+](=O)[O-])ccc1O)c1c(C)[nH][nH]c1=O
40. COC(=O)c1ccc(C(=O)OC)c(NS(=O)(=O)c2ccc(NC(C)=O)cc2)c1

assay / compound	31	32	33	34	35	36	37	38	39	40
STEP inh	-5	-3	2	-1	-3	4	-4	1	4	-3
SUMO1-SIM PPI	2	4	3	2	4	2	-2	2	-2	-1
Scp-1 inhibitor	-6	-1	-5	-6	-10	-2	-4	6	-8	12
NRP1-CendR mod	16	-5	-1	9	-13	3	-9	-1	-13	-11
TbMetRS inhib	-0.4	-0.7	-0.6	-0.7	-0.2	0.8	0.4	-1.1	0.9	-0.3
E coli Lon inh	-11	-7	-3	4	0	5	-4	10	-3	1
MsrA act	-3	-3	3	-3	-1	-2	2	-1	-3	-5
MsrA inhibitor	-0.5	0.9	0.6	0.4	0.8	-0.5	-0.1	0.3	0.8	2.0
DNMT1 inh	8	2	-1	4	18	0	0	1	-10	-1
LMPTP block	-1.2	-1.3	-1.3	-2.1	-0.7	-3.3	-0.8	-0.9	7.4	-0.8

41. Cc1ccc(NC(=S)N2CCN(c3ncccn3)CC2)c(C)c1
42. COc1ccccc1C(=O)NCC(c1ccco1)N1CCc2ccccc21 (centres undefined)
43. CC(C)c1c(C(=O)N/N=C/c2ccoc2)nnn1-c1nonc1N
44. CS(=O)(=O)c1nc2ccccc2n1Cc1ccccc1
45. OC(c1ccc(F)c(F)c1)c1nc(-c2cccs2)cs1 (centres undefined)
46. O=C1/C(=C/c2ccncc2)SC(=S)N1Cc1ccccc1
47. c1ccc(-n2nnnc2NC2CCCCCC2)cc1
48. Cc1nn(C)c(C(=O)Nc2ccc(Cn3cccn3)cc2)c1[N+](=O)[O-]

assay / compound	41	42	43	44	45	46	47	48
STEP inh	0	2	-1	-2	0	1	-1	-4
SUMO1-SIM PPI	3	1	-3	1	-7	-20	1	-9
Scp-1 inhibitor	-1	-3	-2	-12	nt	-1	-8	-11
NRP1-CendR mod	-1	-12	6	-61	0	-6	-2	3
TbMetRS inhib	-0.2	-0.4	0.6	-0.1	-0.2	-0.4	0.1	-0.6
E coli Lon inh	4	5	-7	2	-11	11	0	-5
MsrA act	-4	-4	1	-2	-3	-5	-2	-4
MsrA inhibitor	1.4	-0.6	0.0	0.1	0.8	-0.2	0.3	-0.9
DNMT1 inh	4	2	-2	4	5	0	2	-1
LMPTP block	-2.3	2.1	-1.3	-1.7	0.8	2.2	0.6	-0.1

Filtered by structure, those above with an NH in an aromatic ring
4. CCCNC(=O)CCCCn1c(=S)[nH]c2c([nH]c3ccc(OC)cc32)c1=O
14. CN1CCCc2cc(C#N)c(=O)[nH]c21
20. COc1ccccc1C1CC(c2c(-c3ccccc3)c3cc(Cl)ccc3[nH]c2=O)=NN1S(C)(=O)=O (centres undefined)
25. COC(=O)c1ccccc1NC(=S)N(Cc1ccc2c(c1)OCO2)Cc1cc2ccc(C)cc2[nH]c1=O
28. O=C(Nc1ccccc1)c1nc[nH]c1C(=O)NCCCNC(=O)c1[nH]cnc1C(=O)Nc1ccccc1
39. Cc1[nH][nH]c(=O)c1C(c1cc([N+](=O)[O-])ccc1O)c1c(C)[nH][nH]c1=O

assay / compound	4	14	20	25	28	39
STEP inh	-1	2	-1	0	-3	4
SUMO1-SIM PPI	0	-1	2	1	5	-2
Scp-1 inhibitor	-12	-6	-2	-10	2	-8
NRP1-CendR mod	-16	5	-63	-2	10	-13
TbMetRS inhib	0.0	-1.2	-1.6	0.1	0.0	0.9
E coli Lon inh	7	-3	-3	-8	1	-3
MsrA act	-1	-6	-9	-3	-4	-3
MsrA inhibitor	-0.5	2.9	-1.0	2.6	-0.2	0.8
DNMT1 inh	20	-5	-7	-11	-20	-10
LMPTP block	1.5	-0.2	-0.5	0.3	2.8	7.4
